Compound activity (PubChem)
Cav32 inh = inhibitors of human Cav3.2 T-type calcium channel. O95180. B-score at 10 µM. Cav3.2-expressing cells, Fluo-4 calcium fluorescence FDSS; stronger effect = lower value. hit rate 4% among 100,000;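 active means single-dose well whose peak fluorescence ratio is a statistical outlier from its plate by either plate-standardised score or position-corrected B-score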
* marks the source's active call; other numbers are inactive results; & = joins results of further samples. This is a subset. The share of hits here may be higher or lower than overall.

Cav32 inh	Compound
0.55	CC(=O)Nc1ccccc1C(=O)C(=O)O
-3.4	Cc1nc(N2CCN(c3ccccc3)CC2)nc2c1C(=O)CC(c1ccccc1)C2 (stereo not given)
2.3	O=c1cc(O)c2c(=O)n(-c3ccccc3)c3ccccc3c2o1
-0.32	CCCCCOc1ccc(NC(=O)CCCC(=O)O)cc1
0.17	CC(=O)c1nc(N2C(=O)C3CC=C(C)CC3C2=O)sc1C (stereo not given)
-2.2	Cc1nc2ccccc2n1C1CC(=O)N(Cc2ccccc2)C1=O (stereo not given)
0.28	COc1ccccc1C(=O)Nc1cc2cc(Cl)ccc2oc1=O
-0.28	CCOc1ccc(Br)cc1S(=O)(=O)N1CCCC1
-4.7*	COC(=O)c1ccc(CSc2nc3ccccc3c(=O)n2CC(C)C)o1
-0.43	CCCC(=O)Nc1ccccc1NC(=O)CCC
-0.34	O=C(COc1ccc(Cl)cc1Cl)N/N=C1\CCCc2ccccc21
1.1	C#CCNC(=O)C1=C[C@H](c2ccccc2)[C@@H](CCCO)[C@H](OCC)O1
0.46	Cc1nc2sc(C(c3ccccc3)N3CCN(C(=O)c4ccco4)CC3)c(O)n2n1 (stereo not given)
-0.64	O=C(O)c1ccc(-c2ccc(Cl)cc2Cl)o1
1.1	Cc1occc1C(=O)NC(C)CCc1ccccc1 (stereo not given)
-0.012	CC(/C=N/NC(=O)c1ccc(Br)cc1)=C\c1ccccc1
-7.9*	CC1=C(C)CS(=O)N(S(=O)(=O)c2ccccc2)C1 (stereo not given)
0.11	COCCNC(=O)C1Nc2ccc(C(F)(F)F)cc2C2C=CCC12 (stereo not given)
-2.2	Cc1cc(NC(=O)CC(CN(C)S(=O)(=O)c2ccccc2)c2ccccc2)no1 (stereo not given)
-5.4*	CCN1/C(=C/c2ccc3ccccc3[n+]2CC)C=Cc2ccccc21
-0.18	CCOc1cc(C2/C(=C(/O)c3ccc(OC(C)C)cc3)C(=O)C(=O)N2CCCOC)ccc1O (stereo not given)
-4.3*	O=C(OCC#CCSc1nnc(-c2ccncc2)o1)c1cccs1
-0.52	CCCOc1ccc(C2C(=O)N(C3CCCCCC3)CC(=O)N2Cc2ccco2)cc1OC (stereo not given)
-3	O=C(NCc1ccccc1)c1onc(CSc2ccccc2)c1C(=O)NCC1CC1
0.02	O=C(CCCn1c(=S)[nH]c2cc3c(cc2c1=O)OCO3)NC1CC1
-0.3	COc1ccc(CNC(=O)C2CCC(CNS(=O)(=O)c3cccc4nsnc34)CC2)cc1 (stereo not given)
0.28	OC(Cc1nc2ccccc2[nH]1)c1ccccc1Cl (stereo not given)
-1.2	CSc1nc(C)c2c(n1)N(c1ccc(F)cc1)CC2
0.63	Cc1ccc(-c2nn3c(C)nnc3s2)cc1N
0.22	O=C(O)CCCCCN1C(=O)CCC1=O
-0.24	O=C(NC1=NCCS1)c1cc2ccccc2o1
-0.027	CCOc1ccc(-n2c(C)c(C(C)=O)c(C(C)=O)c2C)cc1
1.4	CC(=O)Nc1cccc(NC(=O)C2CC3CCC2C3)c1 (stereo not given)
-0.54	O=C(NCCN1CCOCC1)c1c(F)c(F)c(F)c(F)c1F
-3.8	Cc1ccc(NC(=O)c2ccc(Cn3cc(Br)cn3)o2)cc1
0.38	CCN(CC)CCN1C(=O)c2oc3ccccc3c(=O)c2C1c1ccccc1 (stereo not given)
0.75	COc1ccc(NC2=C(C)C(=O)CC2)cc1
-0.046	Cc1nc(NC(=O)C2CC3CCCC(C2)C3=O)sc1C (stereo not given)
1.6	CCOC(=O)C1=C(C)N(CCCC(=O)O)C(=O)NC1c1ccccc1OS(=O)(=O)c1ccccc1[N+](=O)[O-] (stereo not given)
0.79	Cc1csc(NC(=O)C2CCCO2)n1 (stereo not given)
1.2	COCCN1C(=O)c2oc3cc(C)c(C)cc3c(=O)c2C1c1cccc(O)c1 (stereo not given)
0.46	CCCc1nc2oc(C(=O)c3ccccc3)c(N)c2c2c1COC(C)(C)C2
-2.1	COc1ccc(/C=N/NC(=O)c2ccc3ccccc3c2)cc1OS(=O)(=O)c1ccc(NC(C)=O)cc1
0.47	O=C(Oc1ccc2c(=O)c(Cl)coc2c1)c1cccnc1
0.49	C/C=C/C(=O)Nc1cccc(C2=NOC3(C2)C[C@@H](C(N)=O)N(C(=O)c2cc([N+](=O)[O-])cc([N+](=O)[O-])c2)C3)c1 (stereo not given in full)
-0.5	C=CCn1c(SCc2nc3ccccc3nc2C)nnc1-c1ccoc1C
0.63	CCOC(=O)c1nc(Nc2ccc(C(C)=O)cc2)c2ccccc2n1
-0.11	Cc1ccc(S(=O)(=O)N(CC(O)CN2CCOCC2)c2cc(Cl)ccc2Cl)cc1 (stereo not given)
-0.002	COc1ccc(CNC(=O)c2cc3c(=O)n4ccccc4nc3n(Cc3cccnc3)c2=N)cc1
-0.54	CC[C@]1(O)CC2CN(CCc3c([nH]c4ccccc34)[C@@](C(=O)OC)(c3cc4c(cc3OC)N(C=O)[C@H]3[C@@](O)(C(=O)OC)[C@H](OC(C)=O)[C@]5(CC)C=CCN6CC[C@]43[C@@H]65)C2)C1 (stereo not given in full)

Later entries:
Cav32 inh	Compound
-10*	COc1cccc(NC(=O)C2CCN(Cc3cnn(-c4ccccc4)c3-n3cccc3)CC2)c1
1.7	CC(C)(C)c1cc(NC(=O)C2CCCO2)no1 (stereo not given)
0.96	Nc1ccccc1C#Cc1ccccc1
0.47	CS(=O)(=O)Nc1ccccc1C(=O)N1CCCC1
0.88	O=C(CCl)NNc1cccc(Cl)n1
0.89	O=C(NCc1ccco1)c1ccc2c(c1)S(=O)(=O)c1ccccc1C2=O
0.63	CCOc1ccc(S(=O)(=O)N(C)c2ccc(OCC(=O)N3CCOCC3)cc2)cc1
0.74	CN1CCN(Cc2nc3c(c(=O)n(C)c(=O)n3C)n2CCCc2ccccc2)CC1
-1.8	Cc1ccc(C)c(N2CCN(C(=O)C3CCCN(S(=O)(=O)c4c(C)noc4C)C3)CC2)c1 (stereo not given)
0.88	CCCc1c(C)c2c(C)[nH]nc2oc1=O
1	c1ccc(-n2nnc3ccccc32)nc1
0.32	O=C(Nc1cccc(Cl)c1)O/N=C\c1ccncc1
0.52	Cc1cc(=O)[nH]c(SCCCOc2ccc(F)cc2)n1
-1.3	c1ccc(-c2nc3cnccn3c2Nc2ccc3c(c2)OCCO3)cc1
-0.077	CCc1nc(SCC(=O)Nc2ccc(C(=O)O)cc2)n[nH]1
0.8&0.51	COc1ccccc1OCC(=O)O
0.78	CCCCc1nc2n[nH]c(N)c2c2c1CCCC2
-0.099	COc1cc(-c2nnc(COc3ccc(Cl)cc3C)o2)cc(OC)c1OC
0.069	COCCN(C(=O)CNC(=O)c1ccco1)C(C(=O)NC1CCCCC1)c1cccs1 (stereo not given)
1.6	CC(=O)N1CCc2cc(Br)cc(S(=O)(=O)N3CCCCCC3)c21
-1.8	O=C1CC(c2cccc(Oc3ccccc3)c2)NC(=O)N1 (stereo not given)
-2.7	Brc1ccc2oc3c(N4CCOCC4)ncnc3c2c1
-2	C[C@H](NC(=O)c1nc[nH]c1C(=O)NC(c1ccccc1)c1ccccc1)C(=O)OC(C)(C)C
1.5	COc1ccc(NC(=O)CSc2nnc(-c3ccc(C)cc3)n2N)cc1
0.79	CCCCN(NC(C)=O)c1nc(Cl)nc(NC(C)C)n1
-0.015	COc1ccc(CCNC(=O)CSc2nc(-c3ccco3)cc(C(F)(F)F)n2)cc1
-1.3	Cc1ccc(-c2nn3c(C)nnc3s2)cc1NC(=O)c1ccc(OC(C)C)cc1
-0.57	Cc1sc(=NC(=O)c2ccco2)n(C)c1-c1ccccc1
-6.3*	Cc1onc(-c2ccccc2Cl)c1C(=O)OCC(=O)Nc1ccc2c(c1)OCO2
0.21	CCOC(=O)C1CCc2nc3ccccc3c(=O)n21 (stereo not given)
0.28	CCOC(=O)c1cccc(NC(=O)c2cccs2)c1
-1.3	Cc1cc(C)cc(NS(=O)(=O)c2ccc3oc(=O)ccc3c2)c1
-0.34	CCN(CC)C(=O)CC1(c2ccccc2OC)CCOC(C(C)C)C1 (stereo not given)
0.2	OCC[C@H]1C[C@@H](O)[C@H](O)[C@]2(CCCO2)O1
-0.46	O=C(NCc1ccccc1C(F)(F)F)C1CC(c2cccc(F)c2)=NO1 (stereo not given)
2	CC(=NCCCNC1CCCCC1)C1=C(O)CC(C)(C)CC1=O
0.43	CCOC(=O)c1cc2ccccc2n1CCN(CC)CC
-0.49	COc1ccc(-c2nc(CSCC(=O)N3CCc4ccccc4C3)c(C)o2)cc1OC
-1	CCOc1ccc(S(=O)(=O)Nc2ccccc2C(=O)NCc2ccco2)cc1
-1.4	Cc1ccc(-n2nnnc2-c2cnc(-c3cccnc3)nc2C(F)(F)F)cc1

In a second layout: results already given
SMILES | Cav32 inh
CCCCc1nc2n[nH]c(N)c2c2c1CCCC2 | 0.78
COc1cc(-c2nnc(COc3ccc(Cl)cc3C)o2)cc(OC)c1OC | -0.099
COCCN(C(=O)CNC(=O)c1ccco1)C(C(=O)NC1CCCCC1)c1cccs1 (stereo not given) | 0.069
CC(=O)N1CCc2cc(Br)cc(S(=O)(=O)N3CCCCCC3)c21 | 1.6
O=C1CC(c2cccc(Oc3ccccc3)c2)NC(=O)N1 (stereo not given) | -1.8
Brc1ccc2oc3c(N4CCOCC4)ncnc3c2c1 | -2.7
C[C@H](NC(=O)c1nc[nH]c1C(=O)NC(c1ccccc1)c1ccccc1)C(=O)OC(C)(C)C | -2
COc1ccc(NC(=O)CSc2nnc(-c3ccc(C)cc3)n2N)cc1 | 1.5
CCCCN(NC(C)=O)c1nc(Cl)nc(NC(C)C)n1 | 0.79
COc1ccc(CCNC(=O)CSc2nc(-c3ccco3)cc(C(F)(F)F)n2)cc1 | -0.015
Cc1ccc(-c2nn3c(C)nnc3s2)cc1NC(=O)c1ccc(OC(C)C)cc1 | -1.3
Cc1sc(=NC(=O)c2ccco2)n(C)c1-c1ccccc1 | -0.57
Cc1onc(-c2ccccc2Cl)c1C(=O)OCC(=O)Nc1ccc2c(c1)OCO2 | -6.3*
CCOC(=O)C1CCc2nc3ccccc3c(=O)n21 (stereo not given) | 0.21
CCOC(=O)c1cccc(NC(=O)c2cccs2)c1 | 0.28
Cc1cc(C)cc(NS(=O)(=O)c2ccc3oc(=O)ccc3c2)c1 | -1.3
CCN(CC)C(=O)CC1(c2ccccc2OC)CCOC(C(C)C)C1 (stereo not given) | -0.34
OCC[C@H]1C[C@@H](O)[C@H](O)[C@]2(CCCO2)O1 | 0.2
O=C(NCc1ccccc1C(F)(F)F)C1CC(c2cccc(F)c2)=NO1 (stereo not given) | -0.46
CC(=NCCCNC1CCCCC1)C1=C(O)CC(C)(C)CC1=O | 2
CCOC(=O)c1cc2ccccc2n1CCN(CC)CC | 0.43

The listing continues.
Cav32 inh	Compound
-0.12	CCCCN(C)C(=O)c1sc2ncn(CC)c(=O)c2c1C
-0.39	N#CCSc1nccc(-c2cc(Cl)sc2Cl)n1
-0.43	CCOC(=O)C1=C(C)OC(N)=C(C#N)C1c1cc2ccccc2nc1N1CCCCC1 (stereo not given)
-0.12	CCC(C)NC(=O)C(CCSC)NC(=O)c1ccccc1 (stereo not given)
-0.018	CCOC(=O)c1cn2cccnc2n1
0.29	Cc1cc(C(=O)OCC(=O)c2c(N)n(C)c(=O)n(C)c2=O)c(C)o1
-1	COc1cc2c(cc1OC)-c1cc(NC3CCCCCCC3)nc(=O)n1CC2
3.4*	CCOC(=O)C1=C(c2ccccc2)Nc2ncnn2C1c1cccc(OC)c1OC (stereo not given)
-0.066	CCCN1CCN(C(=O)CN2C(=O)CC(C)(C)S(=O)(=O)c3ccccc32)CC1
-1.4	O/N=C/c1ccccc1OCc1ccccc1Cl
-0.2	CCc1ccc(N2CC(C(=O)NCc3ccc4c(c3)OCO4)CC2=O)cc1 (stereo not given)
0.41	COc1ccc(C2SCC(=O)N2CCCN(C)C)cc1 (stereo not given)
1.7	O=C(c1ccco1)N1CCN(C(c2ccccc2)c2nnnn2C2CCCC2)CC1 (stereo not given)
0.65	Cn1c2ccccc2c2nn(-c3ccccc3)c(=O)cc21
0.89	CC(C)OCCCN1C(=O)c2[nH]nc(-c3ccccc3O)c2C1c1cccc(Cl)c1 (stereo not given)
0.89	O=C(NCc1nnc(SCC(=O)N2CCCCCC2)o1)c1ccco1
-2.9	CCOC(=O)c1cc2c(C)n(-c3ccc(OCC)cc3)c(C)c2ccc1=O
1.2	CN1CCN(Cc2c(C#N)c3ccccc3n2C)CC1
-2.1	CCOC(=O)c1c(NC(=O)CSc2nnc(-c3c[nH]c4ccccc34)n2C)sc2c1CCCC2
-0.57	COc1ccc(C2C(C(C)=O)=C(O)C(=O)N2c2ccc(Br)cn2)cc1 (stereo not given)
-0.55	CCn1nc(C(=O)Nc2ccccc2C)c(Cl)c1Cl
-1.7	O=C(OCCCCN1C(=O)c2ccccc2C1=O)c1n[nH]c2ccccc12
-0.07	C/C(Cn1nnc([N+](=O)[O-])n1)=N\NC(=O)c1cccc(Cl)c1
-2.6	CCn1nc(NS(=O)(=O)c2ccccc2)c2cc3cccc(C)c3nc21
0.21	COc1ccc(CCN(C)CCCC(C#N)(c2cc(OC)c(OC)c(OC)c2)C(C)C)cc1OC (stereo not given)
0.43	Cc1nc2sc(C#N)c(N)c2c2c1CCCC2
1.2	Cc1nc2c(-c3ccccc3)c(C)nn2c(C)c1CCC(=O)N1CCOCC1
0.064	COc1cc2c(cc1OC)CN(Cc1ccc(C)s1)CC2
-0.12	O=C1c2oc3ccc(Br)cc3c(=O)c2C(c2cccc(F)c2)N1CCO (stereo not given)
-2.4	O=C(NN1C(=O)/C(=C/c2cccnc2)SC1=S)C(c1ccccc1)c1ccccc1
-1.5	S=c1oc(-c2ccncc2)nn1CCc1ccncc1
-0.11	C/C(Cl)=C\CNC(C)c1ccccc1 (stereo not given)
-0.23	CCNC(=O)NC(C(=O)OC)C12CC3CC(CC(C3)C1)C2 (stereo not given)
-0.68	COc1cccc(NC(=O)NCCCN2CCN(c3ccc(F)cc3)CC2)c1
-6.6*	CCN(CC)S(=O)(=O)c1ccc(NC(=O)CN(c2cccc(F)c2)S(C)(=O)=O)cc1
-3.5	COc1ccc(CCNc2oc(COc3ccc(F)cc3)nc2C#N)cc1
0.012	Cc1ccccc1CN1C(=O)C(O)(CC(=O)c2ccncc2)c2ccccc21 (stereo not given)
-0.91	COC(=O)C1=CN(C(C)C)C=C(C(=O)OC)C1c1cc2c(cc1Br)OCO2
